Bioassay records: PubChem BioAssay, several laboratories
thrombin 1536 – human alpha-thrombin inhibitors, primary screen, counter-screen for coagulation protease inhibitor project, biochemical, 1536-well, fluorogenic AMC substrate; inhibition, % at 5 µM; Prothrombin (Homo sapiens), P00734; Boc-VPR-AMC fluorogenic substrate cleavage; AID 1046, 2008; hit rate 0.26% among 220,000;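 active means inhibition at or above 40%; inactive means inhibition below 40%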;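 further: 0% = enzyme with no compound and 100% = wells without enzyme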
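Test system: human alpha-thrombin; medium: pH 7.5 Tris-saline with Tween 20; times: reaction at room temperature; signal: AMC fluorescence at 355 nm excitation and 460 nm emission; also added: Boc-VPR-AMC substrate, 15 µM final; dosing: one concentration per compound, 5 µM, with 0.2% DMSO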
Wee1 stabilizer – Wee1 degradation inhibitors, primary screen, cell-based, HeLa, Wee1K328M-luciferase, luminescence; hit rate 1.2% among 220,000; reporter increase, % at 5 µM; HeLa Luc-Wee1K328M stability; 100% = proteasome inhibitor MG132 effect;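 active means activation above the mean of all tested compounds plus 3 SD, set per screening run, cut at about 8.8% in these data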;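 further: cells exposed to compound for 20 h before luminescence read; 0% = DMSO alone and 100% = MG132 at 30 µM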
PERK inh – block of dimerizer-induced PERK translation repression, primary screen, PERK inhibitor project, CHO PERK-DD cells, SEAP luminescence, HTS; inhibition, % at 5.6 µM; CHO PERK-DD fusion, SEAP luminescence translation reporter; Eukaryotic translation initiation factor 2-alpha kinase 3 (Homo sapiens), Q9NZJ5; hit rate 0.17% among 220,000;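 active means inhibition above the mean inhibition of all tested compounds plus 3 SD, set separately per screening campaign, cut at about 2.9% in these data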;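 further: PERK kinase domain activated by AP20187 dimerizer at 100 nM; 0% = DMSO with dimerizer and 100% = rapamycin at 8.4 µM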
Furin inhibitor – human furin inhibitors, primary screen, biochemical, fluorescence intensity. P09958. purified furin, fluorogenic substrate cleavage. inhibition, % at 30 µM. hit rate 0.061% among 220,000. AID 463115, 2010; in the data active means inhibition above about 25%; further: inactives centre near -15
FXIa inh – human FXIa protease inhibitors, primary screen, biochemical, 1536-well; purified FXIa, Boc-Glu-Ala-Arg-AMC fluorogenic substrate; Coagulation factor XI (Homo sapiens), P03951; inhibition, % at 5 µM; AID 798, 2007; hit rate 0.14% among 220,000;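 active means inhibition of at least 40%; inactive means inhibition below 40%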;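 further: fluorescence of freed AMC excited at 355 nm; 0% = enzyme without compound and 100% = no enzyme blank; many of its hits are not listed in these tables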
FXIIa inh – human FXIIa protease inhibitors, primary screen, biochemical, 1536-well | hit rate 0.3% among 220,000 | inhibition, % at 5 µM | purified FXIIa, Boc-QGR-AMC fluorogenic substrate, 2 h; in the data active means inhibition above about 40%;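 further: 0% = enzyme with no compound and 100% = blank without enzyme; many of its hits are not listed in these tables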
Target sequence (P00748 20-372 limits assumed): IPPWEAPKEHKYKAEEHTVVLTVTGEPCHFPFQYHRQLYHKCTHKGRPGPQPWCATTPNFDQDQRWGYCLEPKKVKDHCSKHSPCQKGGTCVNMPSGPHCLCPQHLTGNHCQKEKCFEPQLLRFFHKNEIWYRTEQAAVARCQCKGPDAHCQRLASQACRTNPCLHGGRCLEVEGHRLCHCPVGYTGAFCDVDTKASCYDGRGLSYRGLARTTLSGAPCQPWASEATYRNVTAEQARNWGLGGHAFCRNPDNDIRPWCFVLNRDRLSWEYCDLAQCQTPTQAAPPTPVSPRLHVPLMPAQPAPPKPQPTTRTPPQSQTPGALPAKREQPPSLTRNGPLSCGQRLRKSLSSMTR
Target sequence (P00748 373-615 limits assumed): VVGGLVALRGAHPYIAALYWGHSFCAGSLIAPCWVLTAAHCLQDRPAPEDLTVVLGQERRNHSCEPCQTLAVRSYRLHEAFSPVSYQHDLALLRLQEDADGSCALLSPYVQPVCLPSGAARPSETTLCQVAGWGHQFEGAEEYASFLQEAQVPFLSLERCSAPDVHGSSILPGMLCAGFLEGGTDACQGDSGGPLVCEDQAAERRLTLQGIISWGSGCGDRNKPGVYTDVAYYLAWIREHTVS
p97 ATPase inh – inhibitors of human p97 ATPase, primary screen, biochemical; recombinant p97 ATPase, Kinase-Glo ATP luminescence, 3 h; AID 1481, 2009; Transitional endoplasmic reticulum ATPase (Homo sapiens), P55072; inhibition, % at 8 µM; hit rate 0.42% among 220,000; in the data active means inhibition above about 15%;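 further: 0% = DMSO vehicle and 100% = wells lacking enzyme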
Cl transport mod – KCC2 cotransporter modulators, thallium flux, primary screen, cell-based, HEK293 KCC2, FluoZin-2 fluorescence, MLSMR; Solute carrier family 12 member 5 (Homo sapiens), Q9H2X9; KCC2 cells, thallium flux FluoZin-2 fluorescence; B-score of Tl+ flux slope (higher = more flux/activation; lower = inhibition) at 10 µM; hit rate 2.2% among 190,000;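 active means thallium flux slope and its plate-corrected score both differing from the plate sample mean at a set confidence after two filtering rounds, in either direction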;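 further: slope of fluorescence scaled to starting intensity during 10 to 20 s after thallium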
KLK5 inh – human KLK5 protease inhibitors, primary screen, biochemical, 1536-well | Kallikrein-5 (Homo sapiens), Q9Y337 | recombinant hK5, fluorogenic AMC substrate cleavage | inhibition, % at 5 µM | hit rate 0.59% among 210,000 | AID 873, 2007;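 active means inhibition of 40% or more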;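 further: 0% = enzyme controls without compound and 100% = no-enzyme blanks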
Target sequence (Q9Y337 67-293 limits assumed): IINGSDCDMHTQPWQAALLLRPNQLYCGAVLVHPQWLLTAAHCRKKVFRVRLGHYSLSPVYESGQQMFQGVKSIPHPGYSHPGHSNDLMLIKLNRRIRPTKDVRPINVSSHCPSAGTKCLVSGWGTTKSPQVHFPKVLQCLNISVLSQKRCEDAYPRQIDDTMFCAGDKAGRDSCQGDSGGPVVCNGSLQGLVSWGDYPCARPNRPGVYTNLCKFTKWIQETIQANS
The depositor's hits bear a star; i = inactive; / = no result given; [ ] = remark or other dose.

structure	thrombin 1536	Wee1 stabilizer	PERK inh	Furin inhibitor	FXIa inh	FXIIa inh	p97 ATPase inh	Cl transport mod	KLK5 inh
O=c1c2c3c(sc2ncn1Cc1ccc(F)cc1)CCC3	7.1	0.3	-0.4	-20.9[20 µM]	9.1	20.3	0.6	-0.0922	0.5
C(=N\Nc1ccccc1)/c1nc2ccccc2s1	1.0	3.2	0.0	-6.2	-2.4	13.9	4.9	1	17.7
Cc1cc(-c2csc(NC(=O)c3ccc(=O)n(C)n3)n2)c(C)n1CC1CCCO1 (stereo unspecified)	-2.3	1.6	2.1	-10.9	13.9	16.2	6.0	/	0.1
Cc1ccc(SCC(=O)NCCSCc2ccccc2)cc1	-5.1	1.8	1.0	-18.2	6.5	14.5	3.2	-1.79	2.6
C=CCN(C(=O)CNC(=O)c1ccco1)C(C(=O)NC1CCCCC1)c1ccccc1 (stereo unspecified)	2.4	1.1	-0.9	-32.5	1.8	15.5	1.8	0.264	4.6
Cc1cccc(N2CCN(C(c3cccs3)c3nnnn3C(C)(C)C)CC2)c1C (stereo unspecified)	-4.6	2.0	0.2	-9.9	-2.0	7.3	-3.4	/	0.2
Cc1cc(NC(=O)CSc2nccn2-c2ccc(Cl)cc2)no1	0.6	0.5	-0.9	-13.8[20 µM]	-3.5	14.5	-2.9	-0.769	-21.9
CN(C)c1nc(OCCNC(=O)COc2ccc(Cl)cc2Cl)nc(N(C)C)n1	1.2	0.1	-0.1	-10.0[20 µM]	-5.1	8.5	-0.3	-1.91	1.2
COc1cccc(C2=NOC(C(=O)N3CCN(C(=O)c4ccco4)CC3)C2)c1 (stereo unspecified)	-7.2	0.4	0.0	-15.0	-6.8	1.2	3.4	0.471	31.5
Cn1c(=O)c2ncn(CC(=O)NC3CCCCCC3)c2n(C)c1=O	3.5	-1.7	1.1	-20.2[20 µM]	3.1	10.7	3.1	/	-0.6
O=[n+]1c2c(n([O-])c3cc(F)c(N4CCCC4)cc31)CCC2	/	-1.2	-0.3	-30.1[20 µM]	/	/	2.9	i	/
COC(=O)C1=C(C)Nc2ccc(C)cc2S1	-0.9	0.1	1.1	-5.3	0.5	13.0	-0.1	0.524	-18.9
O=c1cc(-c2ccc([N+](=O)[O-])cc2)c2cc3c(cc2[nH]1)OCCO3	-1.7	-1.6	0.4	-21.4	1.0	-1.1	9.1	-0.114	-3.2
CCOC(=O)c1c(NC(=O)CN2CCCCC2)sc2c1CCCC2O (stereo unspecified)	-10.9	0.1	-0.1	-22.3	-7.3	-3.2	-4.0	-1.62	-18.6
COc1ccc(CC(NC(C)=O)C(=O)NC2CCN(c3c4c(nc5ncnn35)CCC4)CC2)cc1 (stereo unspecified)	-3.1	-0.6	-0.6	-8.7	4.5	5.5	3.0	0.934	3.4
CN1CCc2nc3sc(C(=O)C45CC6CC(CC(C6)C4)C5)c(N)c3cc2C1	0.5	-1.1	0.0	-16.8	3.2	15.7	-1.6	/	-19.1
COC(=O)[C@@H](NC(=O)Nc1cccc(Br)c1)C(C)C	3.4	7.7	1.2	-21.6	3.5	10.7	2.1	0.405	-11.2
CC(C)(C)OC(=O)N1CCC2(CC1)Oc1ccc(F)cc1C(=O)C21CC(c2cccnc2)=NO1 (stereo unspecified)	2.0	/	/	-26.5	2.5	8.3	/	-0.746	2.6
COc1cccc(OC)c1C(=O)Nc1cccc(-c2ccc3nncn3n2)c1	-10.9	2.6	0.1	-27.5	1.6	2.5	3.3	0.375	-3.0
CSCCC(NC(N)=O)C(=O)Nc1ccc(F)c(Cl)c1 (stereo unspecified)	-2.4	-0.2	1.3	-20.2	-0.9	2.1	6.6	-0.0596	-0.2
O=C(NC1CCS(=O)(=O)C1)c1cccc(S(=O)(=O)N2CCCC2)c1 (stereo unspecified)	3.2	3.4	1.4	-23.7	-1.9	7.0	0.9	0.95	-6.5
CCOC(=O)c1[nH]c2ccccc2c1CCCN1C(=O)c2ccccc2C1=O	2.2	5.1	-1.0	-22.7[20 µM]	9.0	8.8	-4.3	-0.29	-3.0
CCOc1cccc(C(=O)Nc2ccncc2)c1	-2.9	-1.3	1.7	-29.4	-5.8	-1.9	-2.9	-1.53	-24.9
O=C(c1nn(Cc2ccccc2)c(=O)c2ccccc12)N1CCN(C/C=C/c2ccccc2)CC1	-2.5	-0.7	-1.9	-0.6[20 µM]	-2.9	7.6	-12.1	/	-1.5
CCOC(=O)c1sc(NC(=O)CCSC)nc1C	3.2	-3.7	0.8	-25.2	7.4	18.3	0.0	-0.0155	2.2
CN=C1S/C(=C\c2ccc(N3CCCC3)c(F)c2)C(=O)N1C	-1.5	0.3	1.0	2.0	6.3	5.9	-0.5	2.01	-1.2
Cc1ccn2c(CN3CCOCC3)c(-c3ccccc3)nc2c1	-6.7	1.6	-0.9	-21.4[20 µM]	6.9	14.0	-3.5	0.0596	-4.5
N#CC(C#N)=C1C=CC=CN1/C(=C\c1ccccc1Cl)C(=O)c1ccccc1	-3.1	-1.8	-0.3	-28.8	-2.3	2.1	1.6	-2.31	-9.8
CCOC(=O)CCC(NC(=O)CCCC(=O)NC(CCC(=O)OCC)C(=O)OCC)C(=O)OCC (stereo unspecified)	-8.6	-1.2	0.3	-22.4	-7.1	5.8	-2.4	0.325	-6.5
CCOC(=O)c1cccnc1SCc1cc(=O)n2ccccc2n1	-0.5	-2.3	0.3	-21.1	3.1	12.6	3.5	/	0.0
O=C(NCc1nc2ccccc2[nH]1)C1=C[C@H](c2ccc3c(c2)OCO3)C[C@H](OCCCCO)O1	-6.7	1.1	-0.1	-5.2	-1.6	6.9	-1.2	0.652	3.1
Cc1ccc(NC(=O)CN(C)Cc2nc3c(Br)cc(Br)cc3c(=O)[nH]2)cc1	/	-1.9	0.0	-3.0	-0.9	2.9	-1.6	-0.00599	-24.5
O=C(CN1C2CCCC1CC(NC(=O)C1CCCCC1)C2)NCc1ccc(F)cc1 (stereo unspecified)	0.4	1.5	0.8	-18.0	2.2	7.6	3.5	0.0929	8.8
O=C(NC(=S)Nc1nc(-c2ccc(Cl)cc2)cs1)c1cccs1	4.9	4.4	0.9	-34.9	-2.2	2.3	9.7	2.42	-1.2
CCc1ccc(S(=O)(=O)NCCc2cn3ccc(C)cc3n2)s1	-11.6	0.5	0.2	-31.2	-2.9	2.5	7.0	0.319	-3.1
O=C(NCCc1c[nH]c2ccccc12)C(=O)NCC1OCCN1S(=O)(=O)c1ccc(Cl)cc1 (stereo unspecified)	3.3	2.1	-0.7	-14.1	4.0	11.3	-0.4	-0.505	-5.9
O=c1nc(N2CCCCC2)nc2n1CCO2	-18.7	-0.3	0.6	-7.8[20 µM]	-5.9	-9.2	-6.1	-0.0555	-9.8
CCC1C(=O)N=C(SCC(=O)NC2CCCCC2)NC1=O (stereo unspecified)	-14.5	-1.2	1.0	-19.0	-1.6	5.2	1.2	/	-5.5
COC(=O)c1cccnc1NC(=S)NNC(=O)c1ccncc1	9.3	1.6	0.5	-14.9[20 µM]	2.7	9.7	2.2	0.132	-9.2
CCOc1ncccc1C(=O)OCc1ccc(C(=O)OC)o1	4.2	-2.3	2.2	-11.1	5.6	9.9	2.2	0.676	-1.0
COCCN1C(=O)C(=O)/C(=C(/O)c2ccc(S(=O)(=O)N3CCOCC3)cc2)C1c1ccc(O)cc1 (stereo unspecified)	8.4	2.3	1.3	4.4	8.3	20.1	1.3	-0.271	3.9
Cc1cc(C)c2c(c1)[C@@H]1C=CC[C@@H]1[C@H](c1ccc(S(=O)(=O)N3CCOCC3)cc1)N2	0.8	2.5	-0.4	-12.3	5.3	8.8	9.6	0.896	5.9
Cc1cc(C)c(C#N)c(N2CCCC2)n1	0.8	2.8	1.3	-25.3[20 µM]	-0.2	2.1	1.8	-0.558	-63.6
COc1ccc([N+](=O)[O-])cc1N(CC(O)CN(C)C)S(=O)(=O)c1ccc(C)cc1 (stereo unspecified)	-13.8	0.3	0.6	0.1	-3.3	4.6	6.0	0.0287	-1.2
Cc1nc2ccccc2n1CC(=O)OCC(=O)NCCc1ccccc1	-0.7	1.6	0.6	-18.5[20 µM]	3.7	19.6	1.9	0.286	-0.4
CC(C)Cc1nnc(NS(C)(=O)=O)s1	6.0	1.6	1.6	-14.2[20 µM]	1.6	-8.2	2.3	0.922	9.4
CC1Cc2ccccc2N1C(=O)CSc1nncn1C (stereo unspecified)	-3.4	1.7	1.3	-19.5	-3.0	4.4	3.4	-0.365	-3.4
O=S(=O)(c1ccc2c(c1)OCCO2)N1CCN(Cc2ccccc2)CC1	-5.3	-0.9	-0.5	-2.4[20 µM]	2.0	-3.8	-5.7	-1.09	-2.8
CCOc1ccc(C2c3c(oc4ccccc4c3=O)C(=O)N2c2ccc(C)cn2)cc1OC (stereo unspecified)	-3.9	0.3	-0.5	-17.9	2.6	15.7	-3.8	0.24	-1.9
COc1ccc(-c2nc3nc(C)c(Cc4ccccc4)c(=O)n3[nH]2)cc1	-5.2	-2.8	1.2	-22.8	-11.8	-1.9	1.5	/	-4.3
Cc1ccc(/C=N/NC(=O)CNC(=O)c2cccc([N+](=O)[O-])c2C)o1	-4.8	5.8	0.8	-11.2	-1.5	5.5	6.5	0.0526	3.4
Cc1cc(C)c2c(=O)c(C#N)coc2c1	-6.3	-0.3	1.6	-12.1	0.8	2.6	9.9	-0.717	-4.2
COc1ccc(C(OC(=O)c2ccco2)C(=O)NCc2ccc(C)cc2)cc1 (stereo unspecified)	2.6	-2.3	0.1	-11.0[20 µM]	2.1	17.1	0.6	-0.993	-8.1
COCCNC(=O)C(c1ccc(C)o1)N(Cc1ccc(OC)cc1)C(=O)Cn1nnc2ccccc21 (stereo unspecified)	0.8	-2.1	-1.3	-3.8	8.6	17.3	-5.3	1.59	-29.5

Whole records, quoted from the list. Values in the order: thrombin 1536, Wee1 stabilizer, PERK inh, Furin inhibitor, FXIa inh, FXIIa inh, p97 ATPase inh, Cl transport mod, KLK5 inh
Record of CCc1ccc(S(=O)(=O)NCCc2cn3ccc(C)cc3n2)s1 : -11.6, 0.5, 0.2, -31.2, -2.9, 2.5, 7.0, 0.319, -3.1
Record of Cc1ccc(SCC(=O)NCCSCc2ccccc2)cc1 : -5.1, 1.8, 1.0, -18.2, 6.5, 14.5, 3.2, -1.79, 2.6
Record of CN=C1S/C(=C\c2ccc(N3CCCC3)c(F)c2)C(=O)N1C : -1.5, 0.3, 1.0, 2.0, 6.3, 5.9, -0.5, 2.01, -1.2
